# Screens as filed in PubChem BioAssay.
# PKA kinase inh – inhibitors of human protein kinase A; inhibition, % at 6 µM; 65,000 tested, 0.1% active; PKA Kemptide phosphorylation, Kinase-Glo ATP luminescence; P17612; AID 524;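 active = inhibition above the screen-wide mean inhibition plus 3 SD, cut at about 21% in these data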; also: many of its hits are not listed in these tables
# Fluor 339 460 – intrinsic fluorescence of library compounds, ex339/em460 – biochemical, MLSMR library, data from DPM-DC assay, artefact control, profiling panel | 65,000 tested, 5.5% active | fluorescence fold increase at 10 µM | compound autofluorescence, ex339/em460 nm, NADH buffer; stronger effect = higher value; 1 = no-compound wells, NADH background;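 active = at 10 µM, mean starting fluorescence two-fold or more over control wells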;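 also: signal is the first read of a kinetic run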
# JNK3 inh – JNK3 (human) kinase inhibition; purified JNK3 kinase activity, HTS; inhibition, % at 8 µM; 60,000 tested, 0.61% active; AID 746; in the data active = inhibition above about 17%;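 also: 0% = DMSO and 100% = reference inhibitor; many of its hits are not listed in these tables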
# Abs 340nm – compound absorbs light at 340 nm; AID 708; fold change at 10 µM; 65,000 tested, under 10 active; compound absorbance at 340 nm, fold over control;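 active = at 10 µM dose, initial 340 nm absorbance at least 2 fold that of control wells; inactive = change under 2 fold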;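 also: initial absorbance extrapolated from kinetic A340 decline of NADH oxidation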
# Cdc25B inh – inhibitors of human Cdc25B phosphatase. P30305. recombinant Cdc25B, OMFP fluorescence Ex485/Em525. inhibition, %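 (compounds tested at 10 µM final in the well)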. 65,000 tested, 0.1% active. AID 368; in the data active = inhibition above about 50%
# MKP-1 inh – blocks human MKP-1 phosphatase activity; P28562; recombinant MKP-1, OMFP hydrolysis fluorescence; inhibition, %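 (compounds tested at a single concentration somewhere between 10 and 100 µM)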; 65,000 tested, 0.15% active; AID 374;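 active = inhibition above about 50%, limit read from the data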;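 also: 0% = DMSO max control wells and 100% = wells with enzyme stopped by NaOH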
# HER2 expr 66K – Her2 kinase expression inhibition. 65,000 tested, 0.69% active. HER2 level % of control, % at 10 µM. P04626. SKBR-3 HER2 protein level, AlphaScreen, 18-24 h; stronger effect = lower value;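 active = HER2 level under 5% of the carrier-only control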;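 also: 100% = DMSO carrier and 0% = 500 nM PU-H71 HSP90 inhibitor; lower value means stronger loss of Her2 protein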
# Target sequence (P04626 whole entry, looked up): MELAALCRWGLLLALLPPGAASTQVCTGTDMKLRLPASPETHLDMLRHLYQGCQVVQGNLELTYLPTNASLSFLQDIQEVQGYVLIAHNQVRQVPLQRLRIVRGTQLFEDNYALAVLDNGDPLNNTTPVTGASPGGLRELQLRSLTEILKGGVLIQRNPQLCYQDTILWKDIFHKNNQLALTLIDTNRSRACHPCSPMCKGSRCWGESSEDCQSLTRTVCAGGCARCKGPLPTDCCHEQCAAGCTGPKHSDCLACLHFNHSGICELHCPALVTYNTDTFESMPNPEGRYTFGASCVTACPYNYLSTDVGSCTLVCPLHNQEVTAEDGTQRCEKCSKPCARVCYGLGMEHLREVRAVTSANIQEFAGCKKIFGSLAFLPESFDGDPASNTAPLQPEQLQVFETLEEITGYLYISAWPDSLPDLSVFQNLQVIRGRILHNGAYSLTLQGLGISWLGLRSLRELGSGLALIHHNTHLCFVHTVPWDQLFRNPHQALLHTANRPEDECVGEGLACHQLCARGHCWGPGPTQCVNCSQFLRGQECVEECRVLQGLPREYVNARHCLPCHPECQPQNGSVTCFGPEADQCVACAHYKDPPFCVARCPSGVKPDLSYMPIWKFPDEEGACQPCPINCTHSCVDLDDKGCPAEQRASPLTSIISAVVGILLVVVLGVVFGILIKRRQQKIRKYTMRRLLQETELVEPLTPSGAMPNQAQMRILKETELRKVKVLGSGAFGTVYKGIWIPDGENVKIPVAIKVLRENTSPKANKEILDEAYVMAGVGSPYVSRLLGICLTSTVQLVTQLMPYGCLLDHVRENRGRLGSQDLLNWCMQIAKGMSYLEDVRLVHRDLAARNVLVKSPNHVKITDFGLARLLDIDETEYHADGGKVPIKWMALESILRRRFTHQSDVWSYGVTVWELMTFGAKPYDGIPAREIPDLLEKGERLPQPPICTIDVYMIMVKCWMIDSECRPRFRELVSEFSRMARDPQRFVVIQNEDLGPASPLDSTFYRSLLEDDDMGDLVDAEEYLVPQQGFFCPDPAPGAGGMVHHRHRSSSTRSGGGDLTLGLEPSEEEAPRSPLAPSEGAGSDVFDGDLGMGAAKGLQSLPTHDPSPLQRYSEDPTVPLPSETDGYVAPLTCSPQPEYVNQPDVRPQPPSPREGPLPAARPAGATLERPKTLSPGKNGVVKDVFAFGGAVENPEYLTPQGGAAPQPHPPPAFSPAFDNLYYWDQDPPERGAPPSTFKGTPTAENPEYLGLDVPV
# Hsp90 inh – displaces geldanamycin probe from tumor Hsp90. NCI-N417 lysate Hsp90, Cy3B-geldanamycin FP displacement. inhibition, % at 30 µM. 64,000 tested, 0.35% active. P07900;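 active = inhibition above 50%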;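 also: 0% = tracer plus lysate wells and 100% = tracer alone without lysate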
# ROCK2 blocker – inhibitors of human Rho kinase 2 | O75116 | purified ROCK2, Kinase-Glo ATP depletion luminescence | inhibition, % at 6 µM | 60,000 tested, 0.35% active;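 active = inhibition above the screen-wide mean inhibition plus 3 SD, cut at about 18% in these data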;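 also: plate controls were DMSO wells for no effect and Y-27632 control wells after no-enzyme background subtraction for full effect; many of its hits are not listed in these tables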
# The depositor's hits bear a star; · = not tested or not shown; & = joins results of further samples.
SMILES,PKA kinase inh,Fluor 339 460,JNK3 inh,Abs 340nm,Cdc25B inh,MKP-1 inh,HER2 expr 66K,Hsp90 inh,ROCK2 blocker
C=CCn1c(CNC(=O)c2ccccc2C)nnc1SCC(=O)NC1CCCC1,1.8,1.08,0.2,1.01,-0.7,-5.1,192.7,-5.2,3.2
CCOC(=O)Cn1nnnc1C(CC)N(Cc1cccs1)Cc1cc2ccc(OC)cc2[nH]c1=O (stereo not drawn),2.7,1.17,-0.3,1.09,-16.2,33.3,-9.3*,-2.5,-0.7
CC(=O)Nc1nc2ccccc2n1CCN1CCOCC1,8.3,1.13,-1.5,1.03,1.7,5.5,102.6,-0.2,4.0
O=C(Cn1cc2c(n1)CCCC2)NCCCN1CCN(c2ccccc2F)CC1,0.6,1.05,0.7,1.02,-14.8,-3.9,104.4,-4.3,2.6
O=C(CCCc1nc(-c2ccc(Cl)cc2)no1)Nc1cccnc1,2.5,1.02,-6.7,0.99,-4.8,-9.8,102.1,-5.2,0.2
CC(=O)C1C(c2ccc(F)c(F)c2)NC(=O)NC1(O)C(F)(F)F (stereo not drawn),6.4,1.06,-5.3,1,-10.1,-10.9,89.4,-2.3,4.2
O=C(CCSc1ccccc1)NC1CCCC1,14.3,1.05,8.6,1.03,-19.5,-1.9,86.7,-0.2,3.6
Cc1ccc2c(c1)c(C)c(C)n2CC(O)CN1CCOCC1 (stereo not drawn),-11.3,1.07,·,1,·,·,136.8,·,·
CCCc1ccc(OCc2ccc(C(=O)N3CCN(c4ccccn4)CC3)o2)c(OC)c1,11.1,1.11,2.7,1.05,-20.6,11.8,84.9,-0.9,4.7
Cc1ccc(NC(=O)CSc2n[nH]c(-c3ccncc3)n2)cc1C,-0.9,1.21&1.05,6.6,1.03&1.08,-0.1,-12.7,106.7&78.5,-1.3&0.2,4.8
CC1CCN(C(=O)CSc2nnc(CSc3ncccn3)n2C)CC1,5.0,1.09,4.0,1,-12.7,-5.2,117.2,0.4,0.6
CN1CC(=O)N(CC(=O)Nc2ccc(F)cc2)c2ccccc2C1=O,9.6,1.09,0.8,1,1.0,-8.8,93.1,1.3,2.9
CCOC(=O)N1CCC(NC(=O)Cn2c3ccccc3c3cn[nH]c(=O)c32)CC1,8.0,1.24,-2.4,1.03,-8.5,-8.9,114.0,-2.3,1.3
CCN(CC)CCCN1C(=O)C(=O)/C(=C(/O)c2ccc3c(c2)OCCO3)C1c1ccco1 (stereo not drawn),6.8,0.9,4.5,1.08,-2.8,1.1,87.3,-14.1,3.4
CCC(C)[C@H](NC(=O)NCC1CCCO1)C(=O)OC (stereo partly drawn),13.9,1.1,1.4,1.01,2.7,-19.8,87.7,-3.0,4.5
CC1CCc2c(C(=O)Oc3cccc(-n4cnnn4)c3)csc2C1 (stereo not drawn),7.4,1.12,·,1.04,-6.2,11.5,190.8,·,·
CCOC(=O)C1CCN(C(=O)CNS(=O)(=O)c2ccc(Br)s2)CC1,5.3,0.95,-4.0,1,-5.4,26.9,91.9,-1.4,3.1
Cc1nnc(NC(=O)CSc2nnc(Cc3cccn3C)n2CCc2ccccc2)s1,6.8,1.05,-4.5,1.01,-8.6,4.5,120.7,-5.8,6.7
O=C(CCc1nc2ccccc2[nH]1)Nc1ccc2c(c1)OCO2,-1.0,1.02,2.1,1.05,3.0,-1.1,92.1,22.0,3.8
COC(=O)c1ccc(OCC(O)Cn2nnc3ccccc32)cc1 (stereo not drawn),5.9,1.12,-1.6,0.97,-7.4,16.6,66.8,-2.4,6.1
CC(=O)c1cccc(NC(=O)Cn2cc3c(n2)CCCC3)c1,2.8,1.11,-4.5,1.09,-3.3,-0.7,101.7,-0.7,7.9
O=C(Nc1ccc(-n2nncc2-c2ccco2)cc1)c1cccc(F)c1,8.1,1.09,·,1,-4.2,33.0,101.8,-4.6,·
Cc1csc(SCC(=O)N2CCN(S(=O)(=O)c3ccc(Cl)cc3)CC2)n1,4.1,1.05,-5.4,1.01,-20.7,8.2,112.1,-4.1,3.3
COc1ccc(Cl)cc1NC(=O)CN(c1ccccc1)S(=O)(=O)N(C)C,7.1,1.13,2.7,1.03,-11.1,-5.7,97.7,-1.0,1.9
Cc1cccc(N(CC(=O)NC2CCCC2)C(=O)CCCC(=O)Nc2ccccn2)c1,1.6,1.09,3.9,0.99,-14.9,-7.0,80.4,0.7,-0.8

# Shown as a hit in HER2 expr 66K, among the entries above:
Compound,PKA kinase inh,Fluor 339 460,JNK3 inh,Abs 340nm,Cdc25B inh,MKP-1 inh,HER2 expr 66K,ROCK2 blocker
CCOC(=O)Cn1nnnc1C(CC)N(Cc1cccs1)Cc1cc2ccc(OC)cc2[nH]c1=O (stereo not drawn),2.7,1.17,-0.3,1.09,-16.2,33.3,-9.3*,-0.7

# New compounds follow:
SMILES,PKA kinase inh,Fluor 339 460,JNK3 inh,Abs 340nm,Cdc25B inh,MKP-1 inh,HER2 expr 66K,Hsp90 inh,ROCK2 blocker
O=C(O)CCC(=O)N1CCc2cc(S(=O)(=O)N3CC=C(c4ccccc4)CC3)ccc21,-17.2,1.08,-4.9,1.04,6.8,41.7,76.5,-3.4,2.4
O=C(CN1CCC(n2nnc3cc(F)ccc32)CC1)N1CCCc2ccccc21,0.3,1.14,4.1,1,7.9,5.7,65.6,-3.3,0.8
COc1ccc(C(=O)CSc2nnc(CNc3ccc(C)cc3C)n2Cc2ccco2)cc1,0.2,1.11,2.5,0.98,-2.3,-12.0,65.7,1.1,6.4
O=C(Nc1ccccc1C(F)(F)F)N1CCC(N2CCCCC2)CC1,7.6,1.09,-0.7,1,-7.2,-11.2,81.1,0.1,3.4
CCc1noc(C)c1C(=O)N1CC(C)OC(C)C1 (stereo not drawn),7.4,1.14,-0.5,1,-10.8,5.1,91.6,-2.1,6.3
Cc1ccc(NC(=O)c2cnccn2)c(OC(F)F)c1,1.1,1.07,0.2,1.08,-4.5,17.9,117.1,-0.7,3.4
CCC(C)NC(=O)C1c2cc(OC)c(OC)cc2C(=O)N(C)C1c1ccc(OC)cc1 (stereo not drawn),8.1,1.03,·,1,-12.8,2.0,134.8,0.1,·
CC1(C)Cc2c(c(N3CCCC3)nc3sc4c(N5CCN(CCO)CC5)ncnc4c23)CO1,5.8,1.58,·,1.29,-10.0,10.5,113.0,·,·
Cc1ccc(CS(=O)(=O)Cc2ccc(C(=O)NCC3CCCO3)o2)cc1 (stereo not drawn),-1.8,1.08,-2.5,1.04,-9.0,-5.4,77.3,2.2,1.6
CC1(C)Oc2ccc(C(=O)N3CCCC3)cc2N(CC(=O)NCc2ccccc2)C1=O,12.7,1.08,-1.4,0.98,-3.2,1.1,103.7,4.9,6.0
CN1CCN(c2nc(Nc3cccc(C(F)(F)F)c3)nc(N3CCOCC3)n2)CC1,-12.0,1.11,-0.7,1,3.5,10.5,72.4,1.8,-8.0
CCOC(=O)c1sc2ncnc(N3CCN(C(=O)OCC)CC3)c2c1C,10.3,1.26,-0.2,1.11,7.3,1.5,140.4,2.4,9.8
CCOC(=O)CSc1nnc(CNC(=O)c2cccs2)n1Cc1ccccc1,-1.7,1.07,0.8,1,-14.2,-7.2,79.8,-2.1,-2.8
COc1cc2c(C#N)c(N3CCN(c4ccccc4OC)CC3)nc(N)c2c(N)n1,6.8,2.38*,·,1.01,-11.4,22.1,-4.0*,-7.0,·
CC(C)OCCCNC(=O)CCN1C(=O)COc2ccccc21,6.5,0.87,1.4,1.02,-11.5,3.2,92.3,-1.6,4.0
CCn1c(SCC(=O)c2ccc(OC)cc2)nnc1C(C)NC(=O)c1ccc(OC)cc1 (stereo not drawn),0.8,1.07,-4.8,1,2.9,18.1,88.4,2.3,-5.9
CCn1nnnc1Oc1ccc(Cl)cc1,4.5,1.06,-1.9,1.01,-1.6,9.5,86.4,-2.6,8.5
COc1ccc(C2C(C(=O)Nc3ccccn3)=C(C)Nc3ncnn32)c(OC)c1 (stereo not drawn),9.8,1.06,-4.2,1.03,-25.3,5.5,131.6,-0.6,2.7
O=S(=O)(c1ccccc1)c1cccc(S(=O)(=O)N2CCCCC2)c1,1.8,1.12,1.4,0.99,-8.4,-19.9,114.3,-2.8,2.0
Cc1cc(C)nc(SCC(=O)OCN2C(=O)c3ccccc3C2=O)n1,0.3,1.06,·,1.03,-11.3,6.0,·,·,·
O=C(Cc1cc(=O)[nH]c(=O)[nH]1)NCC1CCCO1 (stereo not drawn),-4.8,1.13,-0.5,1.07,1.5,8.1,100.4,0.4,1.0
CSc1nc2c(c(-c3ccc(O)cc3)c1C#N)CCC2,-0.2,1.25,12.7,1.05,2.1,5.0,30.9,-2.9,-2.5
COCCn1c(Sc2ccc(C)cc2)nc2c1c(=O)[nH]c(=O)n2C,0.1,1.09,4.1,1,-7.7,-33.5,119.7,5.1,1.0
COc1cc(C(=O)OCC(=O)N(C)Cc2ccccc2)cc(OC)c1OC,6.3,1.03,-3.5,1,-1.0,-0.1,84.7,2.1,5.2
O=C(NCCCn1ccnc1)c1noc2c1CCc1ccccc1-2,0.3,1.02,3.8,0.99,-4.1,0.9,108.8,62.8*,0.1

# (continued)
SMILES,PKA kinase inh,Fluor 339 460,JNK3 inh,Abs 340nm,Cdc25B inh,MKP-1 inh,HER2 expr 66K,Hsp90 inh,ROCK2 blocker
CCOC(=O)c1c(NC(=O)COC(=O)c2c(C)noc2C)sc2c1CCC2,8.6,1.05,2.9,1,-0.7,-10.9,85.4,-3.2,3.3
COc1ccc(C(=O)N2CCCC2)cc1S(=O)(=O)N1CCOCC1,14.1,1.1,-0.2,1,-10.7,4.9,79.5,-3.2,11.6
CCOC(=O)c1nnn(CC(=O)Nc2cc(F)ccc2F)c1C(=O)OCC,1.6,1.1,·,1.03,2.8,4.2,80.2,-4.5,·
OCc1cn(-c2ccccc2)nc1-c1cccnc1,-6.9,1.09,-4.3,1.04,1.5,13.1,110.3,-0.9,-4.9
CCOc1cc(N2CCOCC2)c(OCC)cc1NC(=O)c1nc2nc(C)cc(C)n2n1,-0.5,1.05,2.5,1.06,41.5,29.7,103.1,6.5,-0.5
Cc1ccccc1N(C)S(=O)(=O)c1ccc2[nH]cc(C(=O)NCC3CCCO3)c(=O)c2c1 (stereo not drawn),7.1,2.15*,·,1.01,-2.0,29.4,95.8,-1.9,·
O=C(Nc1ccccc1N1CCCCC1)c1cccc(F)c1,10.1,1.15,2.2,1.04,-21.6,-1.9,94.5,-3.2,10.1
Cc1cc2cc(CNC(=O)c3ccco3)ccc2n1C,-6.0,1.08,6.3,1.01,3.2,15.1,70.9,0.1,2.1
Cn1c(CNC(=O)Nc2ccccc2)nnc1SCc1ccccc1,3.7,1.15,0.9,0.97,-8.3,-0.5,80.4,-2.3,-0.1
COC(=O)c1ccc(OC)c(CSc2nnc(COc3cccc(C)c3)o2)c1,7.4,1.04,-13.5,1.05,-11.5,-7.9,107.3,-5.8,-0.9
COC(=O)c1ccc(-n2nnnc2SCC(=O)NCc2cccc(C(=O)O)c2)cc1,2.8,1.09,0.8,1.03,10.8,-0.1,97.2,-8.1,-3.0
CCc1cc(=O)oc2cc(C)c3c(C)coc3c12,7.2,2.43*,1.7,1.07,-5.4,12.5,82.3,-1.3,2.8
Fc1cc2nc(-c3ccncc3)[nH]c2cc1F,23.8*,2.17*,·,1.07,-6.5,5.8,89.8,·,·
CCCN1CN(Cc2ccco2)c2nc3ccccc3n2C1,5.7,1.13,-1.9,1,5.5,-5.2,112.2,1.5,2.7
CCOC(=O)c1ccccc1N1C(=O)CSC1=S,·,1.17,·,1.03,-17.6,9.0,105.4,·,·
CC1CC(=O)c2cnc(Nc3cccc(C(F)(F)F)c3)nc2C1 (stereo not drawn),2.8,1.25,2.7,1.04,4.1,-1.6,113.2,0.9,3.3
O=C1CCCC2=C1C(c1ccc3c(c1)OCO3)c1c([nH]n(-c3ccccc3)c1=O)N2 (stereo not drawn),4.7,1,-6.8,1.15,3.8,-18.6,102.6,7.2,5.0

# A few values from above.
# `CCOC(=O)c1nnn(CC(=O)Nc2cc(F)ccc2F)c1C(=O)OCC` | HER2 expr 66K: 80.2
# `O=C1CCCC2=C1C(c1ccc3c(c1)OCO3)c1c([nH]n(-c3ccccc3)c1=O)N2` (stereo not drawn) | PKA kinase inh: 4.7

# Not all compounds are listed; the hit share may differ from the screen's.
